Compound activity deposited in PubChem by Broad Institute.
Cneo AK release: Cryptococcus neoformans cell lysis inducers, primary screen, AK release luminescence, single concentration | C. neoformans lysis, adenylate kinase release luminescence, 4 h; normalised: neutral wells 0, clomiphene wells 100 | lysis activity, % at 15 µM | 360,000 compounds, 0.2% hits | AID 651654, 2012;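 active = mean lysis activity across replicates of at least 80%, whatever share of replicates individually reach that level; inactive = mean lysis activity below 80%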
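read-out = cell lysis signal | test system = log-phase Cryptococcus neoformans yeast cells | input = cells at 5 × 10^6 per mL | medium = fresh YPD growth medium | signal = luminescent adenylate kinase detection reagent | timing = 4 h at 37 °C static, read 1 h later | dosing = single dose | controls = Clomiphene as positive lysis control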
esBAF inh: Bmi1 luciferase reporter increase in mESCs, primary screen, esBAF inhibitor project, mouse ES cells, Bmi1 luciferase knock-in, single point. reporter increase, % at 12.5 µM. 350,000 compounds, 2% hits. 24 h; 100% = twice the neutral-well signal; in the data active = activation above about 40%; inconclusive = no clear call, values can overlap the other calls;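 note: 0% = median of the plate's neutral control wells and 100% = double that signal; a rise in the Bmi1 reporter signal indicates esBAF inhibition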
SIRT5 inh: SIRT5 desuccinylase inhibitors, primary screen, biochemical, fluorescence imaging, single point, set 5. Purified SirT5, succinyl-peptide AMC, trypsin-coupled fluorescence. inhibition, % at 15 µM. 330,000 compounds, 1.1% hits; in the data active = inhibition above about 15%; inconclusive = no clear call, values can overlap the other calls
Target sequence (Q9NXA8 whole entry, looked up): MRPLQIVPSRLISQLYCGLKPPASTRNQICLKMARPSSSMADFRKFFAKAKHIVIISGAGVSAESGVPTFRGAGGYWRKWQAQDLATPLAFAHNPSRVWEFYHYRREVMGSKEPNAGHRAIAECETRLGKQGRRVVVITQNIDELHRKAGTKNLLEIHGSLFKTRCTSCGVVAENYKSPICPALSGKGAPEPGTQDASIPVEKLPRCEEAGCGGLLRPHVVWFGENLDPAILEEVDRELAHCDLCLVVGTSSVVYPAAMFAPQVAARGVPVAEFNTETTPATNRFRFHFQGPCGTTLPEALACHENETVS
ARNT TACC3 PPI: disruptors of ARNT/TACC3 protein interaction, primary screen, biochemical, AlphaScreen, single concentration; Transforming acidic coiled-coil-containing protein 3 (Homo sapiens), Q9Y6A5; AlphaScreen His-ARNT PAS-B/GST-TACC3 binding, luminescence; TACC3 fragment carries E629A point mutation; inhibition, % at 9.99 µM; 390,000 compounds, 0.66% hits;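 active = mean inhibition of replicates at least 50% and at least half of replicates each reaching 50%; inconclusive = half or more replicates reach 50% but mean below 50%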;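 note: 0% = complete ARNT plus TACC3 wells and 100% = ARNT alone without TACC3; many hits fall short of the cut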
ERp5 inh: inhibitors of ERp5-driven insulin aggregation, primary screen, biochemical, turbidity, absorbance 650 nm, single point; 90 min; inhibition, % at 9.99 µM; 350,000 compounds, 0.05% hits; AID 651711, 2012;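 active = mean replicate inhibition above about 25%, with every replicate also reaching it, limit read from the data, passing the limit was not always enough; inconclusive = only one of those two criteria met; inactive = neither criterion met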
Target sequence (Q15084 whole entry, looked up): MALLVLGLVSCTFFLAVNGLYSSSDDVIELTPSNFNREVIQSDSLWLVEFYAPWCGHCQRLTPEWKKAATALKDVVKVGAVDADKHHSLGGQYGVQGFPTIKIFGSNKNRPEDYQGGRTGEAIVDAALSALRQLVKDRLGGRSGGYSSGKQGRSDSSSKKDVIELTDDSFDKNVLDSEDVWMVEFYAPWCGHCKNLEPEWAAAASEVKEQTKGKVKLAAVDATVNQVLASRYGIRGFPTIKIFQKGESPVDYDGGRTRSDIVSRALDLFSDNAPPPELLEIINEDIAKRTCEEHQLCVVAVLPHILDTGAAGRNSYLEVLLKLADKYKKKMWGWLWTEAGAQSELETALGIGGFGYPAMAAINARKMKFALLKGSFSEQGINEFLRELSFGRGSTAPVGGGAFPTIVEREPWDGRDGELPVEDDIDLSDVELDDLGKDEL
miR-122 sensor: miR-122 Renilla sensor signal increase in Huh7, primary screen, miR-122 inhibitor project, cell-based, single point, plate reader | activation (reporter increase), % at 12.5 µM | AID 602342, 2012 | Huh7 miR-122 Renilla luciferase sensor, 48 h; neutral wells = 0, positive control = 100 | 340,000 compounds, 0.3% hits;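 active = mean replicate activation score at least 90 and every replicate individually at or above 90; inconclusive = only one of the two criteria met; inactive = neither criterion met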;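 note: higher luciferase means less miR-122 activity so hits act as miR-122 inhibitors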
Statin myotox sup: suppressors of statin myotoxicity in C2C12 myotubes, primary screen, cell-based, single point, plate reader; C2C12 myotubes + simvastatin, ATP luminescence, 48 h; scaled: DMSO 0, geranylgeraniol control 100; rescue of ATP level, % at 7.49 µM; 330,000 compounds, 0.78% hits; AID 602340, 2012;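 active = mean ATP rescue above about 67%, or every replicate alone reaching that limit, limit read from the data, passing the limit was not always enough; inconclusive = no clear call, values can overlap the other calls; inactive = mean under the limit and some replicate under it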;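 note: myotubes were challenged with 10 µM simvastatin during compound exposure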
An asterisk follows results filed as active; u = inconclusive; x = not tested or not shown; & = joins results of further samples; ! = repeats disagree; [ ] = remark or other dose.

Order of results – Cneo AK release, esBAF inh, SIRT5 inh, ARNT TACC3 PPI, ERp5 inh, miR-122 sensor, Statin myotox sup
1. CN1C(=O)C(C)(C)c2cc(S(=O)(=O)NCC3CCC(C(=O)NCc4ccc(F)cc4)CC3)ccc21 (stereo not drawn)
→ 1, 8, -1, -13, 4, -1, 1
2. O=C(O)CCSc1nnc(-c2cccnc2)n1-c1ccccc1
→ -1, -1, -3, -7, 2, -4, 3
3. O=C(N=C1SC2CS(=O)(=O)CC2N1c1ccc(Br)cc1F)C1CC1 (stereo not drawn)
→ 24, -5, 4, -7, 1, 0, -6
4. O=C(c1cccc(S(=O)(=O)N2CCCCC2)c1)N1CCN(c2ccccc2)CC1
→ -3, -1, -5, x, 7, x, 8
5. NS(=O)(=O)c1ccc(CCNCc2cc(Br)ccc2OCc2ccccc2F)cc1
→ x, x, -2, -1, 2, x, x
6. CSc1nc(N)n2nc(-c3ccc(Cl)cc3)cc2n1
→ -3, u, -6, 5, 9, -1, -4
7. CCN(CC)C(=O)CSc1nc(N)c(-c2ccccc2)c(=O)[nH]1
→ x, x, 1, 0, 3, x, x
8. CNC(=O)c1c(NC(=O)CCS(=O)(=O)c2ccc(C)cc2)sc(C)c1C
→ 1, x, -3, 3, -1, x, x
9. CN(C)CCOCCOc1ccc(Cl)cc1Br
→ 1, -5, 11, -1, u, 2, 0
10. Cc1cc(N2CCOCC2)n2nc(C)c(-c3ccc(Cl)cc3)c2n1
→ 1, 2, -11, -5, 0, x, -8
11. O=C(c1cccc([N+](=O)[O-])c1)N1CCN(c2ccc(N3CCOCC3)nn2)CC1
→ 0, x, 1, 0, 4, -8, 4
12. COCCn1c(C)cc(C(=O)CSc2cc(C)c3ccccc3n2)c1C
→ 3, 7, x, -14, x, 4, 5
13. Nc1ccn([C@@H]2O[C@H](CNCc3cc(Br)ccc3OCc3ccccc3)[C@@H](O)[C@H]2O)c(=O)n1
→ 1, 1, -5, x, 4, 1, 4
14. O=C(N[C@@H]1CC[C@H](CCNS(=O)(=O)c2ccccc2Cl)O[C@@H]1CO)c1ccc(F)cc1
→ 1, 2, -1, -10, -1, x, -2
15. O=S(=O)(Nc1cccc2c1CCCC2)c1ccc(Cl)cc1
→ 7, 4, x, -21, x, 3, -1
16. CCOC(=O)Nc1c(O)ccc2oc(C)c(-c3ccccc3)c12
→ -6, -15, x, -4, x, -6, x
17. Cc1cc(C)c2oc(=O)cc(CN3CCN(Cc4ccccc4)CC3)c2c1
→ 0, 0, -4, -3, -2, -1, -13
18. COc1ccc(CC(=O)N/N=C(\C)c2cccs2)cc1OC
→ -1, -8, -2, -6, -2, 6, 18
19. O=c1cc(CN2CCc3ccccc32)c2ccc(O)cc2o1
→ -3, 2, 4, 6, -2, 5, -8
20. Cc1nn(S(=O)(=O)c2ccc(Br)cc2)c(C)c1S(=O)(=O)N1CCOCC1
→ -3, -6, -1, 6, 1, -3, 7

In another format: 3 of the compounds above.
20) Cc1nn(S(=O)(=O)c2ccc(Br)cc2)c(C)c1S(=O)(=O)N1CCOCC1
8) CNC(=O)c1c(NC(=O)CCS(=O)(=O)c2ccc(C)cc2)sc(C)c1C
17) Cc1cc(C)c2oc(=O)cc(CN3CCN(Cc4ccccc4)CC3)c2c1

entry no. | 20 | 8 | 17
Cneo AK release | -3 | 1 | 0
esBAF inh | -6 | x | 0
SIRT5 inh | -1 | -3 | -4
ARNT TACC3 PPI | 6 | 3 | -3
ERp5 inh | 1 | -1 | -2
miR-122 sensor | -3 | x | -1
Statin myotox sup | 7 | x | -13

Further results follow:
Order of results – Cneo AK release, esBAF inh, SIRT5 inh, ARNT TACC3 PPI, ERp5 inh, miR-122 sensor, Statin myotox sup
21. CCC(=O)Nc1nonc1-c1nc2ccccc2n1Cc1ccccc1
→ -2, -13, x, 2, x, 5, -8
22. O=C(O)c1ccccc1C(=O)NNc1cccc(Cl)n1
→ x, x, 1, -1, 1, x, x
23. CC(=O)c1c(C)[nH]c(C(=O)CN2C(=O)NC(CCc3ccccc3)C2=O)c1C (stereo not drawn)
→ x, x, -3, -7, 6, x, x
24. COc1ccc(CC(=O)N2CCc3ccccc32)cc1
→ -2, -7, x, -6, x, -4, x
25. CC(=O)Oc1ccc2c(C)cc(=O)oc2c1C(=O)c1ccccc1
→ 2, 6, 0, 0, -1, -9, 0
26. C[C@@H]1CN([C@H](C)CO)C(=O)CCCn2nncc2CO[C@H]1CN(C)Cc1cccnc1
→ 11&-3&-19, -3&1&-2, 17*!, 0&-1, -7&7&-8, 0, 1&-17&-11
27. COCC#Cc1cnc2c(c1)C(=O)N([C@H](C)CO)C[C@@H](C)[C@H](CN(C)C(=O)C1CCOCC1)O2
→ -3, -4, 3, -3, -3, -3[16.7 µM], -12
28. Cc1cc(=O)[nH]c(NCc2ccc(Cl)cc2)n1
→ 2, 2, -8, 5, -1, -5, -14
29. Cc1cc(NC(=O)Nc2cc(C)nn2-c2ccccc2)n(-c2ccccc2)n1
→ 1, 0, x, 0, x, 3, -11
30. CC1CCc2sc3nc(N4CCN(CCO)CC4)n4ncnc4c3c2C1 (stereo not drawn)
→ -1, 31, x, 7, x, -4, -26
31. Cc1ccc(S(=O)(=O)NCC[C@@H]2CC[C@@H](NC(=O)CC3CC3)[C@@H](CO)O2)cc1
→ -7, -4, 2, 2, -2, x, 6
32. CCOC(=S)N/C(=N\S(C)(=O)=O)c1ccccc1
→ x, x, 2, -7, 1, x, x
33. C[C@@H]1CN([C@H](C)CO)C(=O)Cc2cc(NS(=O)(=O)c3ccc(F)cc3)ccc2O[C@@H]1CN(C)CC1CCCCC1
→ 54, -2, 9, 3, 2, 22[16.7 µM], 29
34. Cc1ccc(-n2c(C(C)n3nc(C)c([N+](=O)[O-])c3C)n[nH]c2=S)cc1 (stereo not drawn)
→ -1, -12, x, -9, x, -3, 1
35. CCN(C(=O)COC(=O)c1cc2c(s1)CCCCC2)C1CCS(=O)(=O)C1 (stereo not drawn)
→ 0, x, -3, -2, 5, x, x
36. O=C(/C=C1\SC(=O)N(CC(=O)Nc2ccc(Cl)cc2)C1=O)Nc1ccc(F)cc1
→ x, x, 8, -17, 2, x, x
37. O=C(c1ccc(SCc2ccco2)c([N+](=O)[O-])c1)N1CCOCC1
→ x, x, 1, -2, 0, x, x
38. CC(C)NC(=O)NCC[C@H]1CC[C@@H](NS(=O)(=O)c2ccc(-c3ccccc3)cc2)[C@@H](CO)O1
→ -2, 0, 1, -9, -1, x, 8
39. C[C@H](CO)N1C[C@H](C)[C@@H](CN(C)C(=O)Nc2ccc(F)cc2)Oc2ccc(NC(=O)Nc3cccc4ccccc34)cc2CC1=O
→ 0, -1, 1, 4, -4, -5[16.7 µM], -1
40. O=C(N/N=C/c1cc(Br)cs1)c1c[nH]c2ccccc12
→ -3, x, -2, 10, 2, 0, x

Results in sequence from the entries so far:
Cneo AK release, nos. 23–31: x, -2, 2, 11&-3&-19, -3, 2, 1, -1, -7
ERp5 inh, nos. 23–31: 6, x, -1, -7&7&-8, -3, -1, x, x, -2

Next section.
Order of results – Cneo AK release, esBAF inh, SIRT5 inh, ARNT TACC3 PPI, ERp5 inh, miR-122 sensor, Statin myotox sup
41. CC1CCCC1/C(=N/O)c1ccccc1 (stereo not drawn)
→ 0, -7, -8, -9, 1, 6, 0
42. CCS(=O)(=O)Nc1ccc2c(c1)C(=O)N(C)C[C@@H](OC)[C@@H](C)CN(C(=O)C1CC1)[C@@H](C)CO2
→ 4, -1, -4, -7, -2, x, -11
43. Cc1nn(Cc2ccccc2)c(C)c1/C=N/NC(=O)c1ccccc1O
→ x, x, 2, 10, 1, x, x
44. O=C(/C=C/Nc1ccc(Nc2ccccc2)cc1)c1cccs1
→ x, x, -2, -5, 2, x, x
45. O=C1NC(=O)C2(N1)C(=O)c1cccc3cccc2c13 (stereo not drawn)
→ -1, 8, x, x, 5, x, -6
46. CCOC(=O)c1c(C)[nH]c(C(=O)Nc2cc(OCC)c(N3CCOCC3)cc2OCC)c1C
→ 1, 0, 3, -1, 4, x, -14
47. CCCNC(=O)NC(=O)COC(=O)c1ccc(S(=O)(=O)N(C)c2ccccc2OC)cc1
→ x, x, 0, -1, -4, x, x
48. CCCCCCn1c(COc2ccccc2F)nnc1SCC(=O)N1c2ccccc2NC(=O)C1(C)C
→ 2, 11, 2, 5, 0, -4, 40
49. COc1ccccc1NS(=O)(=O)c1ccc(C)c(C(=O)N2CCCC2)c1
→ -1, 5, -1, x, 0, x, -5
50. Cc1ccc(CN2C(=O)CSc3ccc(C(=O)NC4CC4)cc32)cc1
→ 0, 0, -8, -2, 5, 2, 13
51. CCN(CC)c1ccc(/C=N/N2CCOCC2)c(O)c1
→ -1, x, x, 5, x, -5, x
52. CC(C)=NNC(=O)C1=NNC(=O)C1
→ 0, x, -1, x, 2, 4, x
53. Cc1ccc(/C(N)=N/OC(=O)c2ccc(C)cc2Cl)cc1
→ x, x, 2, -7, -4, 1, x
54. O=[N+]([O-])c1ccccc1OCCCn1cnc2ccccc21
→ -7, 65*, 0, -4, 4, 0, -4
55. Cc1ccc(S(=O)(=O)NCC(=O)OCC(=O)N2N=C(c3ccc(Cl)cc3)CC2c2ccco2)cc1C (stereo not drawn)
→ 1, x, x, 3, x, -6, x
56. COc1ccc(OCC(=O)Nc2ccc(N3CCN(C(=O)c4ccccc4)CC3)c(Cl)c2)cc1
→ 75, 2, -1, -11, -2, x, -4
57. CCCC(=O)Nc1cc(C)cn(Cc2c(F)cccc2Cl)c1=O
→ 0, 0, 6, -3, 3, -11, 1
58. Cc1cc(C)n(C(=O)c2ccc(NC(=O)C3CC3)cc2)n1
→ -1, -3, -3, -3, 7, -10, 4
59. CCC(=O)N[C@H]1CC[C@@H](CC(=O)NCc2ccc(OC)cc2)O[C@H]1CO
→ -1, 0, 1, 1, -2, x, -1
60. Cn1cccc1/C=C1\SC(=Nc2ccc(O)cc2)NC1=O
→ x, x, -3, 3, -3, x, x
61. CO[C@@H]1CN(C)C(=O)c2cc(NS(=O)(=O)c3cccc(Cl)c3)ccc2OC[C@H](C)NC[C@@H]1C
→ 3, -2, -2, -28, 4, 3[16.7 µM], 10
62. COc1ccc(S(=O)(=O)N2CCCCC2)cc1NC(=O)Cc1sc(C)nc1-c1ccc(F)cc1
→ 3, 7, 0, 36, 7, 0, -1

Five of the entries above in order of their number in ERp5 inh, descending:
# | Molecule | esBAF inh | SIRT5 inh | ARNT TACC3 PPI | ERp5 inh | miR-122 sensor
61 | CO[C@@H]1CN(C)C(=O)c2cc(NS(=O)(=O)c3cccc(Cl)c3)ccc2OC[C@H](C)NC[C@@H]1C | -2 | -2 | -28 | 4 | 3[16.7 µM]
44 | O=C(/C=C/Nc1ccc(Nc2ccccc2)cc1)c1cccs1 | x | -2 | -5 | 2 | x
59 | CCC(=O)N[C@H]1CC[C@@H](CC(=O)NCc2ccc(OC)cc2)O[C@H]1CO | 0 | 1 | 1 | -2 | x
60 | Cn1cccc1/C=C1\SC(=Nc2ccc(O)cc2)NC1=O | x | -3 | 3 | -3 | x
47 | CCCNC(=O)NC(=O)COC(=O)c1ccc(S(=O)(=O)N(C)c2ccccc2OC)cc1 | x | 0 | -1 | -4 | x
